Source: PubChem BioAssay (several laboratories)
CHO-K1 Ca PAM: counter-screen for M1 PAMs: effect in parental CHO-K1 cells | ATP EC20, Fluo-8 calcium fluorescence; 0% at ATP EC20, 100% at ATP max | activation, % at 3 µM | hit rate 0.02% among 360,000 | AID 602247;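 active = activation above the run cutoff, the mean activation of all test compounds plus 3 SD, cut at about 40% in these data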;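 note: peak over basal fluorescence ratio in a 140 s read after ATP addition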
TAAR1 antagonist: antagonists of human TAAR1; CHO RD-HGA16 TAAR1, Fluo-8 calcium fluorescence, antagonist; inhibition, % at 3 µM; hit rate 1.5% among 360,000;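 active = inhibition above a per-plate cutoff, the mean inhibition of test compounds on that plate plus 3 SD, cut at about 49% in these data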;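 note: 0% = DMSO plus EC80 beta-PEA response and 100% = DMSO alone without agonist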
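System: CHO RD-HGA16 cells bearing hTAAR1. Reagent: EC80 β-phenethylamine stimulus. Schedule: seeding 17-24 h prior, 75-min 37 °C, 30-min RT dye loading. Signal: Fluo-8 intracellular calcium dye fluorescence, real-time kinetic reads. Read-out: % inhibition from peak post-agonist over basal fluorescence ratio. Benchmarks: vehicle wells and EC80 agonist wells. Replicates: n of 1.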
M5 antag: blocks acetylcholine activation of human M5 receptor | P08912 | CHO-hM5 cells, Fluo-8 calcium fluorescence, ACh EC80 | inhibition, % at 3 µM | hit rate 0.59% among 360,000;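 active = inhibition above a per-plate cutoff, the mean of that plate's test compounds plus 3 SD, cut at about 27% in these data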;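 note: 0% = acetylcholine EC80 with DMSO and 100% = DMSO without agonist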
Target sequence (P08912 whole entry, looked up): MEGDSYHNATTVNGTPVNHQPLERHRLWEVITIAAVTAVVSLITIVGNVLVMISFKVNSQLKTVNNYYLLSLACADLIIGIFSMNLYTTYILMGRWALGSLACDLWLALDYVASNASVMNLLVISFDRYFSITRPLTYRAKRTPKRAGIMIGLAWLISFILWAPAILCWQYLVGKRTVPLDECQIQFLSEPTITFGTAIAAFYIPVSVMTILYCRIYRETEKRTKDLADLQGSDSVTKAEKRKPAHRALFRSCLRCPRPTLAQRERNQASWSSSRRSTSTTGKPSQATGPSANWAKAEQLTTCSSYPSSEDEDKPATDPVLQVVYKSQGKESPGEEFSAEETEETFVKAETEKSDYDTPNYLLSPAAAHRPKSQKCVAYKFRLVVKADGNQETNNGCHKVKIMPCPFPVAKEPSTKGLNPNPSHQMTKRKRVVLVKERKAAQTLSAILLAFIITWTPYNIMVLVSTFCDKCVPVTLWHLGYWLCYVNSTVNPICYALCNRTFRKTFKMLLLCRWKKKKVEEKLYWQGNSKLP
CRFBP-R2 agonist: CRF-BP/CRF-R2 complex agonism. HEK293 CRF-R2/CRF-BP, calcium dye fluorescence (FLIPR); percent of saturating CRF peptide response. activation, % at 13.2 µM. hit rate 0.46% among 350,000. AID 588473;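 active = activation of at least 50%, plus an integration ratio under a set limit after plate pattern correction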;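 note: plate controls were neutral control wells without compound for no effect and CRF at EC100 for full effect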
CRFBP-R2 block: CRF-BP/CRF-R2 complex antagonism; HEK293 CRF-R2/CRF-BP, CRF-induced calcium fluorescence; inhibition, % at 11.8 µM; hit rate 0.59% among 350,000; AID 588475;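 active = inhibition of the ligand-induced calcium signal above about 50% at the single tested concentration, limit read from the data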
CHRM5 PAM: potentiates acetylcholine response at human M5 receptor | hit rate 0.3% among 360,000 | activation, % at 3 µM | P08912 | CHO-K1 hM5, Fluo-8 calcium, ACh EC20 PAM; 0% = ACh EC20, 100% = ACh EC100;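 active = activation above the run cutoff, the mean activation of all test compounds plus 3 SD, cut at about 18% in these data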
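Assay system – human M5 receptor in CHO-K1 cells · Read-out – % activation, ACh-normalized · Technique – Fluo-8 calcium fluorescence · Dosing – single-point, 3 µM nominal · Incubation – Fluo-8 loading 80 min at 37 °C plus 30 min room temperature · Repeats – singlicate, one well per test compound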
TAAR1 agonist: agonists of human TAAR1; CHO RD-HGA16 TAAR1, Fluo-8 calcium fluorescence; vehicle wells 0%, saturating PEA agonist 100%; activation, % at 3 µM; hit rate 0.99% among 360,000; AID 624467;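 active = activation above the mean activation of all test compounds in the run plus 3 SD, cut at about 38% in these data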
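Repeats: no replicates (n 1) | Material: CHO-derived RD-HGA16 cells with stable Gα16 and human TAAR1 | Technique: Kinetic Fluo-8 calcium fluorescence | Schedule: 17-24 h seeding, 75 min 37 °C dye, 30 min RT | Evaluation: % activation from peak over basal fluorescence ratio, DMSO-to-PEA scaled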
CHRM5 agonist: CHRM5 agonism in calcium assay | P08912 | CHO-K1 hM5 cells, Fluo-8 calcium fluorescence; 0% DMSO wells, 100% maximal acetylcholine response | activation, % at 3 µM | hit rate 0.19% among 360,000;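 active = activation above the run's mean over test compounds plus 3 SD, cut at about 23% in these data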;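 note: signal is peak over basal fluorescence ratio across the kinetic read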
M4 PAM: positive allosteric modulators of human muscarinic M4 receptor; P08173; CHO-K1 hM4/Gqi5, Fluo-8 calcium fluorescence, ACh EC20; 0% = ACh EC20, 100% = maximal ACh; activation, % at 3 µM; hit rate 0.4% among 360,000; AID 624126;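 active = activation above its plate's cutoff, the mean activation of sample wells plus 3 SD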; note: some results filed as inactive read as strong as hits
Target sequence (P08173 whole entry, looked up): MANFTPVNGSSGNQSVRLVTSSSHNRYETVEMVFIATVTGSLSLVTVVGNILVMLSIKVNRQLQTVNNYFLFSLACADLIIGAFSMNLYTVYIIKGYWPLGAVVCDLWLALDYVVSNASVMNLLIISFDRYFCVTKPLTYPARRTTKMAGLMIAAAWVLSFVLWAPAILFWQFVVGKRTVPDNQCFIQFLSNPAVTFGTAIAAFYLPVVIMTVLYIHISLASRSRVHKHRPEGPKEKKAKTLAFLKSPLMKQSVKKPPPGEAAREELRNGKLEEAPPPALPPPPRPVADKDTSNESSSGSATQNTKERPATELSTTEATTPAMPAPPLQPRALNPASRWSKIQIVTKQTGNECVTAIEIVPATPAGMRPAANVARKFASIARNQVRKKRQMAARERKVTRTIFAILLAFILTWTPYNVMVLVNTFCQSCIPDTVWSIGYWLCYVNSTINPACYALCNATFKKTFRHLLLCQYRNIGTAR
* = called active by the depositor; x = not tested or not shown; & = joins results of further samples.

entry	Compound	TAAR1 agonist	CHO-K1 Ca PAM	CHRM5 agonist	TAAR1 antagonist	CRFBP-R2 agonist	M4 PAM	M5 antag	CHRM5 PAM	CRFBP-R2 block
1	CCOc1ccc(N2CC(O)Cn3c2nc2c3c(=O)n(CCCc3ccccc3)c(=O)n2C)cc1 (stereo not drawn)	9	3	-2	16	-0.1	-9	7	-8	7
2	Cc1cccc(NS(=O)(=O)c2cc(Cl)ccc2Cl)n1	0	-6	1	-3	-0.5	0	1	1	6
3	CCCCN(CCCC)C(=O)c1nsnc1-c1ccccc1O	11	12	-2	3	-0.1	-8	4	-10	21
4	COc1cc(CNc2ncnc3c2[nH]c2ccc(C)cc23)cc(OC)c1	3	7	2	8	-4.2	-11	18	-18	6
5	Oc1ccc(CNc2ccccc2F)c2cccnc12	1&11	8&7	2&1	-3&3	0.3	0&4	4&3	1&-1	8
6	C(=C\c1ccccc1)/CN1CCN(C(c2cccc3ccccc23)c2nnnn2C2CCCC2)CC1 (stereo not drawn)	-1	28	-6	-16	x	-16	99*	-22	x
7	Nc1nc(NCc2ccco2)nc(N2CCCCC2)c1[N+](=O)[O-]	4	-4	-2	-6	3.8	21	3	11	-26
8	Cc1cc(C)c2c(N)c(C(=O)c3ccccc3Cl)sc2n1	15	-3	2	34	-0.3	-19	14	-17	0

Further entries
entry	Compound	TAAR1 agonist	CHO-K1 Ca PAM	CHRM5 agonist	TAAR1 antagonist	CRFBP-R2 agonist	M4 PAM	M5 antag	CHRM5 PAM	CRFBP-R2 block
9	Clc1ccc(-c2nnc(-c3ccccc3)c(-c3ccccc3)n2)cc1	0	24	-4	-47	1.4	-5	0	5	4
10	CC(C)Sc1nc2sc(-c3ccccc3)cc2c(=O)n1N	1	12	0	12	-2.4	4	2	-2	-20
11	CN(Cc1ccccc1)C(=O)[C@@H]1CCCN1C(=O)OC(C)(C)C	1	-5	0	-24	x	11	-1	-10	x
12	CC(NC(=O)COC(=O)c1cc([N+](=O)[O-])ccc1N1CCOCC1)c1ccc(F)cc1 (stereo not drawn)	2	-19	5	10	-0.4	1	9	-7	-6
13	Cn1c(COc2ccccc2)nnc1SCC(=O)NCc1ccccc1	0	18	2	-5	1.7	8	-5	2	-1
14	Cc1c(CCO)c(=O)n(-c2ccccc2)n1S(=O)(=O)c1ccc(F)cc1	0	18	-2	12	-1.9	0	-9	6	-9
15	CCOc1ccc(-n2c(SCc3cc(=O)oc4cc(C)ccc34)nnc2-c2cccnc2)cc1	2	5	-5	-5	-1.0	-2	-3	-4	8
16	CCn1ccnc1CN(C)C(=O)c1ccc(OC2CCN(CCc3ccccc3)CC2)cc1	0	5	-11	12	1.1	-12	47*	-16	-2

Next section:
entry	Compound	TAAR1 agonist	CHO-K1 Ca PAM	CHRM5 agonist	TAAR1 antagonist	CRFBP-R2 agonist	M4 PAM	M5 antag	CHRM5 PAM	CRFBP-R2 block
17	C[C@@H]1CC=C[C@H]2[C@H]1C(=O)N(Cc1ccccc1)[C@H]2c1ccc(F)c(/C=C/c2ccccc2)c1	0	-4	-5	1	2.3	4	-1	-9	-8
18	CS(=O)(=O)c1cccc(-c2nnc(NC(=O)C3=COCCO3)o2)c1	3	-7	3	-28	-1.8	3	13	-8	13
19	Cc1cccc(NC(=O)CSCC(=O)Nc2sccc2C#N)c1	3	12	5	-3	3.2	-6	2	1	-8
20	O=C1[C@@H]2Cc3c([nH]c4ccccc34)C(c3ccccc3)N2C(=O)CN1C1CCN(Cc2ccccc2)CC1 (stereo partly drawn)	8	15	-5	21	-1.1	-14	6	2	-21
21	COC(=O)[C@]1(Cc2ccccc2)N[C@H](CN(C)C(=O)c2ccc(C)cc2)[C@@H]2C(=O)N(Cc3ccccc3)C(=O)[C@@H]21	2	11	-1	-2	0.5	8	-8	-2	0
22	Cc1ccc(NC(=O)C(Cc2ccccc2)n2cccc2)cc1 (stereo not drawn)	3	14	-8	9	1.6	-13	-3	5	24
23	Cc1cc(Cl)cc2sc(NC(=O)C3CC3)nc12	3	-2	3	-10	7.1	5	1	-2	2
24	CCN(CC)S(=O)(=O)c1ccc(C)c(NC(=O)COc2ccc(Br)cc2Cl)c1	2	-2	-1	1	0.5	-3	1	-2	-9

Screen by screen, from the results shown.
Compounds 16–24 in M4 PAM: -12, 4, 3, -6, -14, 8, -13, 5, -3
Compounds 16–24 in TAAR1 antagonist: 12, 1, -28, -3, 21, -2, 9, -10, 1
Compounds 16–24 in CHRM5 PAM: -16, -9, -8, 1, 2, -2, 5, -2, -2

(cont.)
entry	Compound	TAAR1 agonist	CHO-K1 Ca PAM	CHRM5 agonist	TAAR1 antagonist	CRFBP-R2 agonist	M4 PAM	M5 antag	CHRM5 PAM	CRFBP-R2 block
25	CC1=C(C(=O)OCc2ccccc2)C(c2ccc([N+](=O)[O-])cc2)NC(=O)N1 (stereo not drawn)	11	22	-4	-17	-0.1	-1	0	4	-14
26	O=Cc1cn(CC(=O)Nc2ccc(F)cc2)c2ccccc12	9	-6	2	0	0.1	-5	17	-8	-11
27	COc1cccc(/C=N/NC(=O)CSc2ccccc2C)c1OC	5	20	-1	-3	3.8	-1	-4	-4	-27
28	CC(=O)Nc1cc(S(=O)(=O)Nc2cccc(C)c2)c(C)cc1C	5	15	1	-26	1.1	-4	3	1	-10
29	N=c1sccn1CC(=O)NCCc1ccc(Cl)cc1	8	7	-6	-12	-0.4	-5	-3	0	-9
30	CC(=O)Nc1ccc(S(=O)(=O)NCCc2cc3c(C)ccc(C)c3[nH]c2=O)cc1	0	6	2	-22	3.9	-1	6	-1	34
31	FC(F)(F)c1cc(C(F)(F)F)c2ccc(N3CCOCC3)nc2n1	0	21	-7	-8	0.1	1	-1	-1	-11
32	CN(Cc1c(F)cccc1Cl)c1ccc(S(=O)(=O)N2CCOCC2)cn1	6	-3	0	23	0.8	3	5	-1	14

Next section
entry	Compound	TAAR1 agonist	CHO-K1 Ca PAM	CHRM5 agonist	TAAR1 antagonist	CRFBP-R2 agonist	M4 PAM	M5 antag	CHRM5 PAM	CRFBP-R2 block
33	CCSc1nc2sc3c(c2c(=O)n1C1CCCCC1)CCN(C)C3	13	20	-12	-3	0.9	-6	3	1	-8
34	Cc1csc(NC(=O)CSC2=NCCS2)n1	2	3	-2	-2	-0.8	-2	5	1	-1
35	Cn1ccnc1C(O)c1cc(C(C)(C)C)c(O)c(C(C)(C)C)c1 (stereo not drawn)	-2	5	-6	-5	0.3	3	18	-10	19
36	CCOc1ccc(NC(=O)C2CC3CCC2C3)cc1 (stereo not drawn)	1	14	-2	-13	-1.8	6	8	-1	33
37	CCCCc1nnc(NC(=O)C2CC(=O)N(Cc3ccccc3)C2)s1 (stereo not drawn)	2	-3	-2	-27	-0.2	-2	7	4	-14
38	O=C(NC1CCCCC1)N1CCN(c2ccccc2Cl)CC1	1	6	3	3	-0.6	3	-1	-1	5
39	O=C(N[C@H]1CC1c1ccccc1)c1ccc([N+](=O)[O-])cc1 (stereo partly drawn)	0	18	-9	4	-4.2	4	8	4	24
40	Cc1cc(Br)cn2c(Cc3ccsc3)c(-c3ccc(F)cc3)nc12	4	10	-2	9	x	-2	-3	-2	x

(further entries)
entry	Compound	TAAR1 agonist	CHO-K1 Ca PAM	CHRM5 agonist	TAAR1 antagonist	CRFBP-R2 agonist	M4 PAM	M5 antag	CHRM5 PAM	CRFBP-R2 block
41	Cc1ccc(NC2CCCN(C(=O)CN3C(=O)CSC3=O)C2)cc1C (stereo not drawn)	0	22	-3	-7	-1.7	-1	17	-6	5
42	O=C(CCc1nnc(CCCCc2ccccc2)o1)NCCn1cccn1	4	-13	-3	-12	-2.6	9	-4	3	-6
43	O=C1C=CC2(O[C@H](c3ccccc3)[C@@H](c3ccccc3)O2)[C@H](Sc2ccccc2O)C1	11	3	2	6	1.5	-5	23	2	-2
44	CC(=O)c1ccc(S(=O)(=O)N2CCN(CC(=O)Nc3ccc(Cl)c([N+](=O)[O-])c3)CC2)cc1	9	-12	2	17	1.5	-6	5	-4	13
45	NC(=O)CC(c1ccccc1)c1ccc2c(c1)OCO2 (stereo not drawn)	-2	14	-4	-4	0.3	3	12	-2	-1
46	O=C(O)c1cccc(NN=C2c3ccccc3-c3ccccc32)c1	-3	-6	-9	-26	-0.1	5	2	5	27
47	COc1ccccc1NC(=O)CSc1nnnn1C	0	3	2	-14	0.1	-8	2	-8	16
48	O=C(NCCCN1CCC(Cc2ccccc2)CC1)C1CCN(S(=O)(=O)N2CCOCC2)CC1	7	23	-8	5	1.7	-8	3	4	-3

Of the compounds above, these have a tert-butyl group.
entry	Compound	TAAR1 agonist	CHO-K1 Ca PAM	CHRM5 agonist	TAAR1 antagonist	CRFBP-R2 agonist	M4 PAM	M5 antag	CHRM5 PAM	CRFBP-R2 block
11	CN(Cc1ccccc1)C(=O)[C@@H]1CCCN1C(=O)OC(C)(C)C	1	-5	0	-24	x	11	-1	-10	x
35	Cn1ccnc1C(O)c1cc(C(C)(C)C)c(O)c(C(C)(C)C)c1 (stereo not drawn)	-2	5	-6	-5	0.3	3	18	-10	19

Other records.
entry	Compound	TAAR1 agonist	CHO-K1 Ca PAM	CHRM5 agonist	TAAR1 antagonist	CRFBP-R2 agonist	M4 PAM	M5 antag	CHRM5 PAM	CRFBP-R2 block
49	Cc1ccc(NC(=O)CNC(C)c2ccccc2)cc1 (stereo not drawn)	-1	-10	-7	14	-2.3	1	11	-5	18
50	CC(Cl)c1cc(-c2ncc(C(F)(F)F)cc2Cl)no1 (stereo not drawn)	12	-10	-1	-2	-0.6	3	-12	-3	17
51	Nc1c(Cl)cc(-c2cn(CCC(=O)O)c(-c3ccc(Cl)nc3)n2)cc1Cl	4	14	3	12	-1.3	2	3	2	-1
52	CCOC(=O)Cc1ccc(NS(=O)(=O)c2ccc(SC)cc2)cc1	8	5	1	10	5.3	2	8	-8	-2

4 entries from above, set out differently.
49	Cc1ccc(NC(=O)CNC(C)c2ccccc2)cc1 (stereo not drawn)
50	CC(Cl)c1cc(-c2ncc(C(F)(F)F)cc2Cl)no1 (stereo not drawn)
51	Nc1c(Cl)cc(-c2cn(CCC(=O)O)c(-c3ccc(Cl)nc3)n2)cc1Cl
52	CCOC(=O)Cc1ccc(NS(=O)(=O)c2ccc(SC)cc2)cc1

Screen / compound no. | 49 | 50 | 51 | 52
TAAR1 agonist | -1 | 12 | 4 | 8
CHO-K1 Ca PAM | -10 | -10 | 14 | 5
CHRM5 agonist | -7 | -1 | 3 | 1
TAAR1 antagonist | 14 | -2 | 12 | 10
CRFBP-R2 agonist | -2.3 | -0.6 | -1.3 | 5.3
M4 PAM | 1 | 3 | 2 | 2
M5 antag | 11 | -12 | 3 | 8
CHRM5 PAM | -5 | -3 | 2 | -8
CRFBP-R2 block | 18 | 17 | -1 | -2
